Source: PubChem BioAssay
DAX1 inh-1 – DAX1 (NR0B1) inhibitors on StAR promoter, primary screen, cell-based, luminescence, SF-1 (NR5A1), full-length DAX-1 | HEK293T StAR-luciferase reporter, SF-1/DAX-1 repression relief | inhibition, % at 6.8 µM | hit rate 1.1% among 370,000 | AID 652010, 2013;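 active = inhibition above the mean over all tested compounds plus 3 SD, cut at about 3.6% in these data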;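 note: 0% = DAX-1 cells with DMSO and 100% = cells lacking DAX-1 with DMSO; higher inhibition means more luminescence from relief of DAX-1 repression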
PG9 Ab binder – binders of HIV-1 gp120 antibody PG9, primary screen, biochemical, TR-FRET. inhibition, % at 6.7 µM. HIV-1 gp120 / PG9 antibody interaction. hit rate 0.43% among 360,000. AID 624416, 2012. TR-FRET gp120-PG9 antibody binding; in the data active = inhibition above about 8.5%
ssDAF12 agonist – S. stercoralis DAF-12 nuclear receptor activators, primary screen, cell-based, luminescence, HEK293, GRIP1 co-expression, lit1-tk-luc. Nuclear hormone receptor DAF-12 (Strongyloides stercoralis). HEK293 ssDAF-12/GRIP1 lit1-tk-luc reporter; % of 3 µM dafachronic acid response. activation, % at 6.8 µM. hit rate 1% among 370,000. AID 652126, 2013;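 active = activation above the mean over all tested compounds plus 3 SD, cut at about 0.9% in these data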;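 note: 0% = DMSO-only wells and 100% = 3 µM delta7-dafachronic acid wells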
DAX1 inh-2 – DAX1 (NR0B1) inhibitors, primary screen, cell-based, HEK293, Gal4-DAX1, luciferase luminescence. Nuclear receptor subfamily 0 group B member 1 (Homo sapiens), P51843. HEK293 Gal4-DAX1 luciferase reporter. inhibition, % at 6.75 µM. hit rate 0.99% among 340,000. AID 504766, 2011;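 active = inhibition above the mean over all tested compounds plus 3 SD, cut at about 4.2% in these data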;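 note: 0% = DAX1-transfected cells with DMSO and 100% = empty-vector control cells with DMSO; inhibition shows as a rise in luminescence from relieved DAX1 repression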
Target sequence (P51843 207-470 limits assumed): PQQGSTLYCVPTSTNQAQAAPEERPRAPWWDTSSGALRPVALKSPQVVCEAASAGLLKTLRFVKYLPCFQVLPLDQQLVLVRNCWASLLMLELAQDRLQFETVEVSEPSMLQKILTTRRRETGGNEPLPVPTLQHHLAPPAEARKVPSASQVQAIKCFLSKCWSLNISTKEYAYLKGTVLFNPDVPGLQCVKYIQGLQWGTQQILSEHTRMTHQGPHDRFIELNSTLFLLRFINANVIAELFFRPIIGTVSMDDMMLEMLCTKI
NPR1 activator – GC-A stimulated cGMP production enhancers – HEK293 GC-A cells, cGMP TR-FRET, EC30 ANP, primary screen. Atrial natriuretic peptide receptor 1 (Homo sapiens), P16066. 0% at EC30 ANP, 100% saturating ANP. activation, % at 10 µM. hit rate 0.14% among 370,000. AID 1671463, 2021; in the data active = activation above about 40%
ADAM10 inh – human ADAM10 inhibitors, primary screen, biochemical, QFRET, HTS; Disintegrin and metalloproteinase domain-containing protein 10 (Homo sapiens), O14672; recombinant ADAM10, EDANS/DABCYL FRET peptide cleavage, 3 h; inhibition, % at 7 µM; hit rate 0.62% among 370,000;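 active = inhibition above a per-campaign cutoff equal to the mean of compounds falling between control-based bounds plus 3 SD, cut at about 20% in these data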;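 note: 0% = DMSO wells while the 100% control is not disclosed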
Target sequence (O14672 214-748 limits assumed): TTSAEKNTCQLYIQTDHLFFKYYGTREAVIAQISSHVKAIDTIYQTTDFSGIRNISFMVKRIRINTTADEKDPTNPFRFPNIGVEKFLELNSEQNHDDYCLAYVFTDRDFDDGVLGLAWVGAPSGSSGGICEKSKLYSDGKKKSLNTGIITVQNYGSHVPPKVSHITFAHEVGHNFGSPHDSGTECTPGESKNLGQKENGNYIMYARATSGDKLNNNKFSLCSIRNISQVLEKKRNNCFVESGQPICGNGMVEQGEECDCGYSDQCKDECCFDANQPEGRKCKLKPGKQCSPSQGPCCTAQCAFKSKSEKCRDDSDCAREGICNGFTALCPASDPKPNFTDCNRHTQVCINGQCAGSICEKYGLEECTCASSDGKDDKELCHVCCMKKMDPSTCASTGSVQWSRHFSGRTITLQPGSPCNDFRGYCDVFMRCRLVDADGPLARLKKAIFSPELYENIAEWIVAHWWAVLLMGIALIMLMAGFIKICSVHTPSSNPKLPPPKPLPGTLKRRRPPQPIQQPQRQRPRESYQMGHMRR
GAA850 FXN act – FXN promoter activators, primary screen, cell-based, luciferase luminescence, HEK293 lucGAA850. HEK293 lucGAA850 FXN promoter luciferase reporter, 24 h; percent of 10 µM SAHA response. activation, % at 6 µM. hit rate 0.56% among 360,000;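 active = activation above the average of all compounds screened plus 3 SD, cutoff fixed separately per campaign, cut at about 7.5% in these data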;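 note: 0% = DMSO wells and 100% = 10 µM SAHA wells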
SMARCA2 act – SMARCA2 (BRM) function activators, primary screen, cell-based, luminescence, high throughput. MG213 cells, MMTV-luciferase reporter, dexamethasone, overnight. activation, % at 9.1 µM. hit rate 1% among 370,000; in the data active = activation above about 7.8%;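 note: 0% = vehicle wells and 100% = reference activator wells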
hgDAF-12 ag – H. glycines DAF-12 receptor agonists, primary screen, cell-based, luminescence, HEK293, GAL4 fusion, UAS-luciferase; Nuclear hormone receptor DAF-12 (Heterodera glycines), GAL4 fusion; HEK293 GAL4-hgDAF12 UAS-luciferase reporter, agonist luminescence; normalized to butyrate control; activation, % at 6.8 µM; hit rate 1.8% among 370,000; AID 687014, 2013;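 active = activation above a cutoff set at the mean of all screened compounds plus 3 SD, cut at about 10% in these data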;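 note: 0% = DMSO wells and 100% = sodium butyrate wells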
hcDAF-12 act – H. contortus DAF-12 nuclear receptor activators, primary screen, cell-based, luminescence, HEK293, lit1-tk-luc reporter; HEK293 hcDAF-12 lit1-tk-luc reporter; 0% DMSO, 100% Δ7-dafachronic acid; activation, % at 6.8 µM; hit rate 1.4% among 370,000;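 active = activation above the mean of all tested compounds plus 3 SD, cut at about 5.5% in these data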;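 note: 100% = response to 3 µM Δ7-dafachronic acid high control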
ADAM17 inh – ADAM17 inhibitors, primary screen, biochemical, QFRET; Disintegrin and metalloproteinase domain-containing protein 17 (Homo sapiens), P78536; recombinant ADAM17, EDANS/DABCYL FRET peptide cleavage; inhibition, % at 6.95 µM; hit rate 0.83% among 370,000; AID 720648, 2013;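 active = inhibition above the mean of compounds lying between control limits plus 3 SD, set per campaign, cut at about 8.5% in these data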;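 note: 0% = DMSO-only wells as the low control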
An asterisk follows results filed as active; . = not tested or not shown.

SMILES | DAX1 inh-1 | PG9 Ab binder | ssDAF12 agonist | DAX1 inh-2 | NPR1 activator | ADAM10 inh | GAA850 FXN act | SMARCA2 act | hgDAF-12 ag | hcDAF-12 act | ADAM17 inh
CCCCNCCOCCOc1ccccc1-c1ccccc1 | 0.6 | -0.6 | -0.7 | 1.3 | -8.8 | -5.2 | 0.1 | -1.5 | -1.2 | 4.1 | -4.4
C=CCNC(=S)NNC(=O)c1ccc(=O)n(Cc2ccc(Cl)cc2Cl)c1 | 0.3 | -2.5 | -0.5 | -0.8 | 2.2 | -10.9 | -0.7 | -5.2 | -2.2 | -0.9 | -0.7
O=C(Nc1ccccc1)Nc1nc(-c2ccc(Cl)cc2)cs1 | 0.0 | 1.5 | -1.4 | -1.7 | 7.3 | -8.6 | -0.5 | -4.8 | -0.2 | -0.4 | -3.8
COc1ccc(NC(=O)COc2ccc3c(C)cc(=O)oc3c2)cc1S(=O)(=O)N1CCCCC1 | -1.3 | 0.2 | -1.0 | 1.7 | -1.1 | -418.1 | -2.3 | -1.1 | 1.3 | -0.6 | -113.8
CC(NC(=O)c1ccccc1F)c1nnc(SCC(=O)N2CCN(c3ccccc3)CC2)n1C (centres undefined) | 0.4 | -0.4 | -1.0 | -0.5 | -2.5 | -6.8 | -0.9 | -1.4 | -4.3 | 2.9 | -6.1
CC1CCCCC1NC(=O)COC(=O)c1ccc2c(c1Cl)C(=O)c1ccccc1C2=O (centres undefined) | -0.5 | -2.9 | 0.1 | 1.2 | -3.6 | 0.1 | 0.6 | 1.4 | -1.6 | 1.8 | 2.6
CCN(c1cccc(C)c1)S(=O)(=O)c1cccc(C(=O)O)c1 | -0.4 | 1.2 | -1.8 | 0.9 | -1.0 | -9.6 | 1.5 | -2.6 | 1.7 | -1.6 | -5.8
O=C(c1cccc(S(=O)(=O)N2CCN(c3ccccc3)CC2)c1)N1CCCC(C(F)(F)F)C1 (centres undefined) | -1.5 | 1.8 | -0.4 | -0.1 | 0.5 | -4.4 | -4.8 | -2.4 | 0.4 | 1.3 | -2.7
COc1ccc(OC)c(NC(=S)N(CCc2c(C)[nH]c3ccc(C)cc23)Cc2cccs2)c1 | -1.0 | -1.0 | -1.7 | 1.1 | -5.9 | 1.0 | 0.1 | -3.1 | 1.0 | 1.4 | 2.1
COC(=O)C1CCN(C(=O)COc2ccc(S(=O)(=O)N3CCOCC3)cc2Cl)CC1 | 0.3 | -0.3 | -1.0 | 0.8 | -1.4 | -10.8 | -0.2 | -4.2 | -1.0 | 1.2 | -0.5
O=C(N/C(=C/C=C/c1ccccc1)C(=O)N1CCCCC1)c1ccc([N+](=O)[O-])cc1 | 0.0 | -2.4 | 0.1 | -0.3 | 0.1 | 0.7 | 1.5 | -1.8 | 2.7 | 0.1 | 2.9
COc1ccc(-n2c(=O)c3c4c(sc3n(CC(=O)NC3CCCC3)c2=O)CCCC4)c(OC)c1 | -0.5 | 0.4 | -1.4 | 0.1 | -0.7 | 3.5 | 0.8 | -2.8 | -2.9 | -0.2 | -2.4
CCN1CCN(c2ccc(S(=O)(=O)N3CCCCC3)cc2NC(=O)c2ccc(C)c(C)c2)CC1 | 0.3 | -0.2 | -1.2 | 0.1 | 3.1 | -8.0 | -1.1 | -3.9 | 2.4 | -1.5 | -3.6
Cc1cc(C)c2c(N)c(C(=O)c3ccccc3)oc2n1 | -1.1 | -1.7 | -1.5 | 0.8 | 1.3 | -6.8 | 0.1 | -1.6 | -0.1 | -0.5 | -3.7
Cc1ccc(OCC(=O)NNC(=O)CSc2ncc(C#N)c(N)n2)cc1 | 0.1 | -0.1 | -1.1 | 1.5 | -2.4 | -4.7 | 1.9 | -2.0 | 2.3 | 0.1 | -2.0
CCC/C(O)=C1\C(=O)CC(c2ccccc2)CC1=NC (centres undefined) | -0.7 | -0.8 | -1.3 | -0.6 | -1.7 | -4.5 | -2.4 | 0.7 | 1.8 | -3.0 | -2.1
CCc1noc(C)c1C(=O)N1CCN(c2cccc(C)c2C)CC1 | -2.9 | 0.1 | -1.1 | -1.7 | -2.7 | 0.8 | 0.2 | 3.2 | -0.6 | -2.3 | 3.5
O=C(NC(=S)Nc1ccccc1[N+](=O)[O-])c1ccco1 | 0.1 | -1.5 | -1.0 | -0.6 | -0.6 | 4.2 | 1.2 | 2.6 | 5.1 | -1.0 | 0.3
CC1=C(C(=O)NC2CCC(C)CC2)C2(CCC(C)CC2)OC1=O (centres undefined) | -0.4 | -1.2 | -0.2 | 1.3 | -0.5 | -4.4 | -0.6 | -1.3 | 5.3 | 2.0 | 4.6
Cc1cc(NC(=O)CCc2ccc(-c3ccccc3)o2)no1 | -1.8 | -0.7 | -1.3 | 1.3 | -6.8 | -15.4 | 0.9 | -2.4 | -0.4 | -2.6 | -0.8
COc1ccc2c(c1)CN1CN(C3CCCC3)S(=O)(=O)CC21 (centres undefined) | -1.0 | . | -0.5 | . | 0.6 | -16.0 | . | -4.5 | 4.8 | -1.4 | -7.1
O=C(Cc1nnc(NC(=O)c2ccccc2)s1)N/N=C/c1ccco1 | 0.9 | -2.1 | 1.3* | -1.2 | -2.3 | -35.5 | 0.2 | -5.5 | 2.4 | 7.5* | -10.4
O=C(NCCCN1CCCC1)c1cccc(N2CCCC2=O)c1 | 0.1 | 1.6 | -0.7 | 0.9 | -1.7 | 0.5 | 1.6 | -4.1 | -0.1 | -0.9 | -1.6
CCCCN(C(=O)CSc1nnc(Nc2ccc(C)c(C)c2)s1)c1c(N)n(Cc2ccccc2)c(=O)[nH]c1=O | -1.0 | -1.1 | -1.3 | -0.5 | -1.4 | 4.0 | 1.4 | 5.8 | -0.1 | -0.5 | 0.1
O=C1NC(Cc2ccc(O)cc2)c2nc3ccc(Cl)cc3c(=O)n2-c2cc3ccccc3cc21 (centres undefined) | -2.3 | 0.2 | -2.0 | -0.6 | -0.7 | -3.5 | -12.4 | -4.6 | -0.9 | -2.7 | 2.4
CCN(C(=O)c1cnc(NC(C)C)cc1C(F)(F)F)c1ccc(Cl)cc1Cl | -0.5 | -2.9 | -0.7 | 0.2 | -2.5 | -122.1 | -0.1 | -1.6 | -0.1 | -0.7 | -25.4
CC(=NN1CCN(c2ccccn2)CC1)c1ccccc1O | 0.3 | . | -0.8 | . | -3.3 | -7.5 | . | -1.1 | 3.7 | -1.7 | -2.5
COc1ccc(C)cc1NC(=O)CN1CCN(S(=O)(=O)c2ccc(Cl)cc2)CC1 | -0.4 | -2.5 | -1.4 | 0.4 | 0.0 | 9.7 | -1.7 | 0.3 | 0.2 | 0.1 | -2.4
Brc1ccc(CNCC2CCCO2)cc1 (centres undefined) | -0.1 | 2.8 | -0.4 | 1.0 | 1.5 | -8.7 | 0.3 | -4.4 | 0.6 | -1.8 | -4.3
Cc1ccc(C(=O)NCCN2CCOCC2)cc1Cl | 0.3 | 0.4 | -1.5 | 1.1 | 3.8 | -1.8 | 1.1 | -1.3 | -0.6 | -0.2 | -3.6
Cc1c(NC(=O)C(C)n2cc([N+](=O)[O-])cn2)c(=O)n(-c2ccccc2)n1C (centres undefined) | -0.3 | 1.8 | -1.9 | 0.0 | -2.5 | 8.9 | 1.4 | -0.4 | 1.6 | 0.9 | 1.1
O=C(Nc1ccc(S(=O)(=O)N2CCOCC2)cc1)c1ccc([N+](=O)[O-])o1 | -1.2 | 0.2 | -0.9 | -1.2 | -1.4 | 7.6 | 4.6 | -3.3 | -3.3 | -0.6 | 2.6
COC(=O)C(C(=O)OC)=C(/C=C/C=C/N(C)C)N(C)C | -0.3 | 0.0 | -1.4 | 0.1 | 1.9 | -4.1 | -2.2 | 2.3 | 0.6 | -0.9 | -4.1
O=C(COc1cccnc1[N+](=O)[O-])Nc1ccc(S(=O)(=O)N2CCOCC2)cc1 | 1.5 | 1.0 | -1.6 | -0.8 | -0.3 | -4.5 | 1.2 | -3.2 | -2.3 | -0.9 | -4.6
CN(C)c1cccc(-c2cc(Nc3ccc(C(C)(C)C)cc3)ncn2)c1 | 0.9 | 1.4 | 0.1 | . | 1.2 | -75.4 | 1.1 | -0.4 | 9.4 | -0.4 | -27.4
CCC1(c2ccc(Cl)cc2)NC(=S)N(c2ccc(C)c(C)c2)N1 (centres undefined) | -0.4 | -0.9 | -2.1 | -0.9 | 1.8 | 2.8 | 1.2 | -5.7 | 3.9 | 0.2 | -1.6
CSc1sc(C)cc1C1C(C#N)=C(N)N(c2cccnc2)C2=C1C(=O)CC(C)(C)C2 (centres undefined) | -1.0 | -5.7 | -1.2 | 1.1 | -15.6 | 5.5 | -1.7 | 2.4 | -0.2 | -0.4 | -0.2
CCCCn1c(SCC(=O)Nc2nnc(CC)s2)nc2c1c(=O)n(C)c(=O)n2C | 0.1 | -0.8 | -2.0 | 0.3 | -0.3 | 1.5 | 1.4 | -1.9 | 1.0 | -0.5 | -3.1
Cn1c(/N=C(\N)c2ccccc2)nc2ccccc21 | 8.4* | -1.8 | 1.7* | 4.5* | -1.2 | -3.7 | 3.1 | 6.2 | 20.8* | 14.1* | -3.8
CN1C(=O)c2ccccc2OC1(C)Cc1ccccc1 (centres undefined) | 0.1 | -0.4 | -1.1 | -0.4 | -2.9 | -5.2 | 1.9 | -2.0 | -0.6 | -1.9 | -1.8
CCCCOc1ccc(C(=O)NCC(=O)N2CC(C)OC(C)C2)cc1 (centres undefined) | 0.9 | -0.3 | -0.5 | 0.1 | 1.7 | -10.2 | 2.3 | -2.0 | -0.2 | -1.0 | -1.6
CCCCC[C@@H](C)N1C[C@H](COCc2ccccc2)Oc2cc(N3CCC[C@@H]3COC)ccc2S1(=O)=O | 5.1* | -3.0 | -0.1 | . | 1.5 | -46.2 | . | 6.9 | 6.9 | 1.6 | -10.0
O=C(NN1CCN(Cc2ccccc2Cl)CC1)c1ccc(Cl)cc1 | -0.2 | -0.3 | -0.9 | -0.6 | 0.9 | -5.7 | 1.0 | -3.2 | -0.9 | -1.6 | -1.2
COc1cccc(C(=O)OCC(=O)NCCC2=CCCCC2)c1 | -0.2 | -0.8 | -0.8 | -0.7 | -2.0 | -0.8 | -0.4 | 0.8 | -0.5 | -1.1 | 1.7
